Screens: PubChem, The Scripps Research Institute Molecular Screening Center
TbREL1 primary – TbREL1 RNA ligase inhibitors, primary screen, biochemical, FRET fluorescence; RNA-editing ligase 1, mitochondrial (Trypanosoma brucei brucei), P86926; TbREL1 RNA ligation; inhibition, % at 9.66 µM; hit rate 0.49% among 89,000; AID 1117264, 2014;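 active = inhibition above the mean inhibition across all screened compounds plus 3 SD, cut at about 11% in these data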;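 also: 0% = plate median of test wells and 100% = NSC42067 control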
Target sequence (P86926 whole entry, looked up): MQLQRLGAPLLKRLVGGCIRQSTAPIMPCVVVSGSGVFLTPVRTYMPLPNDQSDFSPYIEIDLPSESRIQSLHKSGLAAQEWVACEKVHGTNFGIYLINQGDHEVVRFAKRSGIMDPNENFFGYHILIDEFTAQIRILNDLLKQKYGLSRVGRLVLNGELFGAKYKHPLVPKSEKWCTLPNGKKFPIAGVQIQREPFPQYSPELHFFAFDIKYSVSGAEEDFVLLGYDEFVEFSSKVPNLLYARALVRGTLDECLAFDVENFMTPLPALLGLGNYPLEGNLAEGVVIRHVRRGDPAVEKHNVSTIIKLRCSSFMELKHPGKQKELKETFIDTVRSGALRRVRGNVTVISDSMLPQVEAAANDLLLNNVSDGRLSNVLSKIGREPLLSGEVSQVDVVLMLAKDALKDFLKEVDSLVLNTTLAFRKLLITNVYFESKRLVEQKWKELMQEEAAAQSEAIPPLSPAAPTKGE
* marks the source's active call; other numbers are inactive results. Not all compounds are listed; rates above refer to the full screens.

Preview:
smiles	TbREL1 primary
O=c1[nH]c(C2CCN(S(=O)(=O)c3ccc(S(=O)(=O)NC4CC4)cc3)CC2)nc2c1nnn2Cc1ccc(F)cc1	-2
COc1ccc(N2CC(C(=O)N(CC(C)C)c3c(N)n(Cc4ccccc4)c(=O)[nH]c3=O)CC2=O)c(OC)c1 (configuration not stated)	-3
COC(=O)Nc1ccc2c(c1)N(C(=O)CCN1CCN3CCCC3C1)c1ccccc1S2 (configuration not stated)	-3

This part in full, repeating the preview:
smiles	TbREL1 primary
O=c1[nH]c(C2CCN(S(=O)(=O)c3ccc(S(=O)(=O)NC4CC4)cc3)CC2)nc2c1nnn2Cc1ccc(F)cc1	-2
COc1ccc(N2CC(C(=O)N(CC(C)C)c3c(N)n(Cc4ccccc4)c(=O)[nH]c3=O)CC2=O)c(OC)c1 (configuration not stated)	-3
COC(=O)Nc1ccc2c(c1)N(C(=O)CCN1CCN3CCCC3C1)c1ccccc1S2 (configuration not stated)	-3
CCCN1C2CCCC1CC(NC(=S)Nc1cc(C)ccc1C)C2 (configuration not stated)	-3
Cc1cc(C)cc(NC(=O)c2cccn2-c2ncc(C(F)(F)F)cc2Cl)c1	-1
Cc1c(C(=O)NCc2ccccc2C(F)(F)F)sc(=O)n1Cc1ccc(Cl)c(Cl)c1	3
COC(=O)c1onc(-c2c(C)cc(C)cc2C)c1C(=O)OC	-1
O=C(Nc1ccccc1C(=O)N1CCOCC1)C1CCC(=O)N1C1CCCC1 (configuration not stated)	2
CCc1ccc(NC(=S)N(CCCN2CCOCC2)Cc2ccccn2)cc1	-6
COc1cccc(-c2ncc3ccccc3c2COC(=O)N2CCOCC2)c1	2

Additional entries
smiles	TbREL1 primary
O=C(Nc1ccccc1C(F)(F)F)N1CCN(c2ccc3nnc(-c4ccc(F)cc4)n3n2)CC1	-1
CC(OC(=O)c1ccc2ccccc2n1)C(=O)Nc1ccc(N2CCOCC2)cc1 (configuration not stated)	-4
COc1cccc(-n2c(C)n[nH]c2=O)c1	10
Cc1ccc(C(=O)NCC(=O)Nc2ccc(S(=O)(=O)Nc3cc(C)nc(C)n3)cc2)cc1	5
O=C(O)c1ccccc1/C=N/NC(=S)NCc1ccccc1	0
O=S(=O)(Nc1cccc(-n2cnnn2)c1)c1ccc(Cl)cc1	1
CCOC(=O)C1=C(N)n2c(s/c(=C\c3cccnc3)c2=O)=C(C(=O)OC)C1c1cccnc1 (configuration not stated)	-2
COc1ccc(NC(=O)NNC(=O)c2ccc3ccccc3c2O)c(OC)c1	-1
CCn1cc(/C=N\NC(=O)COc2cccc(C)c2C)c(C)n1	1
O=C(CCc1c[nH]c2ccccc12)NN1C(=O)NC2(CCCCC2)C1=O	-5

The list continues:
smiles	TbREL1 primary
O=C(NCC1CCCO1)c1ccc2c(c1)S(=O)(=O)c1ccccc1C2=O (configuration not stated)	-1
CCOc1ccccc1/C=C/c1cc(C(=O)O)c2ccccc2n1	2
O=C(COC(=O)Cc1cccc(C(F)(F)F)c1)Nc1cccc2ccccc12	4
CCOC(=O)c1c(NC(=O)c2cccs2)sc2c1CCCC2	3
Cc1cccc(NC(=O)c2nc[nH]c2C(=O)NCCCNC(=O)c2[nH]cnc2C(=O)Nc2cccc(C)c2)c1	7
COc1cc(Cn2cc([C@]34C[C@H]5C(=O)N(C)CC(=O)N5[C@H]3N(S(=O)(=O)c3ccccc3)c3ccccc34)c3ccccc32)cc(OC)c1	-2
CCc1ccccc1Nc1nc(N)nc(CSc2nnnn2C)n1	-1
CC(=O)CSc1nnc(-c2ccc3c(c2)OCO3)o1	0
O=C(NCc1cccnc1)C(=O)N/N=C/c1ccccc1[N+](=O)[O-]	1
CCOc1oc(-c2ccc(OC)cc2)nc1C(F)(F)F	4

(more compounds)
smiles	TbREL1 primary
C=CCNC(=O)C1CCN(c2cnccn2)CC1	-3
CCCCSc1nc2c(cnn2-c2ccc(F)cc2)c(=O)[nH]1	0
COc1cc2sc(-c3ccc(S(C)(=O)=O)cc3)c(-c3ccc4c(c3)OCO4)c2cc1OC	5
Cc1cc(Nc2ccccc2)n(-c2nc3ccccc3[nH]2)n1	0
Cc1cn(C2CCCO2)c(=O)nc1N (configuration not stated)	3
COc1ccc(CNc2nc3ccccc3n2Cc2ccccc2)cc1OC	-1
CS(=O)(=O)NCc1nnc(SCc2ccc(C(F)(F)F)cc2)o1	6
COc1cccc([C@@H]2CC=C(C(=O)O)[C@H](c3ccc(F)cc3)N2S(=O)(=O)c2ccc(C)cc2)c1	0
C[C@H]1C=C(C(=O)NCc2ccccc2)O[C@@H](OCc2ccc(CO)cc2)C1	2
O=C(Nc1cccnc1)c1ccc([N+](=O)[O-])s1	5

The listing continues.
smiles	TbREL1 primary
Nc1ccc2nc(-c3ccccc3)cnc2c1	0
C=CCSC1=N/C(=C\c2cccnc2)C(=O)N1c1ccc(OC)cc1	0
COc1cc([N+](=O)[O-])ccc1NC(=S)NNC(=O)c1ccc2c(c1)OCO2	-7
COc1ccccc1/C=C/C(=O)Nc1ccc(S(=O)(=O)Nc2cc(C)nc(C)n2)cc1	4
COC(=O)[C@]12CCCCC=C1N(CCC1=CCCCC1)C(=O)[C@H](CC(=O)NCCC(C)C)C2	6
N#Cc1ccc(Cn2c(=O)c(C#N)c3n(c2=O)CCC3)cc1	3
COc1ccc(OCC(=O)N2CCN(C(=O)c3cccs3)CC2)cc1	0
COc1ccc(OC)c(NC(=O)CCc2nnc3ccc(NCc4ccco4)nn23)c1	-5
O=C(OCC(=O)N1CCCCCC1)c1cccnc1Cl	4
CCc1ccc(NC(=O)CS(=O)CC(=O)Nc2ccc(F)cc2F)cc1 (configuration not stated)	4

Further compounds
smiles	TbREL1 primary
O=C(c1cn(-c2ccccc2)nc1-c1cccnc1)N1CCN(S(=O)(=O)c2ccc(Cl)cc2)CC1	-1
O=C(NCc1ccccc1F)c1cccc(S(=O)(=O)NCc2ccccc2)c1	1
COc1ccc(N(C)S(=O)(=O)c2c(C)[nH]c(=O)[nH]c2=O)c(OC)c1	1
O=C(c1cc(-c2ccc(Cl)cc2)n(-c2ccc(Cl)cc2)n1)N1CCOCC1	-1
O=C(O)[C@H](Cc1ccccc1)NC(=O)N1CCC(Cc2ccccc2)CC1	-1
CC1CCCN(C(=S)NCc2ccccc2)C1 (configuration not stated)	-4
COc1ccc(CCNC(=O)CN(C2CCCCC2)S(C)(=O)=O)cc1	-1
CCCOc1ccc(C(=O)N2CCCC2)cc1OC	0
O=C(Cn1nnc(-c2ccc(CN3CCOCC3)cc2)n1)NC1CCCCC1	-1
COc1cccc(N2CCN(C(=O)c3ccc4nc[nH]c4c3)CC2)c1	1

The results go on.
smiles	TbREL1 primary
O=c1cc(CO)oc(C(Nc2ccccn2)c2ccccc2Cl)c1O (configuration not stated)	0
Cc1ccc(S(=O)(=O)N2CCN(C(=O)COC(=O)CCOc3cc(C)ccc3C)CC2)c(C)c1	-1
CSc1ccc(Cn2c(C)c(C(=O)NCc3cccc(C)c3)sc2=O)cc1	3
CC(=O)NC(CC(=O)Nc1cccc(S(=O)(=O)N2CCOCC2)c1)c1ccccc1 (configuration not stated)	2
CN1CCC(N(C)S(=O)(=O)c2ccc(NC(=O)COc3ccc(F)cc3Cl)cc2)CC1	-1
CCCSc1nnc2n(N)c(=O)c3ccccc3n12	-2
CC(=O)CCN1C(=O)NC2(CCCc3ccccc32)C1=O (configuration not stated)	0
COc1ccccc1CC(=O)NCCc1ccccc1	-1
COc1ccc(C(=O)Nc2nc3ccc4nc(C)sc4c3s2)cc1	2
CN1C(=S)SC2CS(=O)(=O)CC21C (configuration not stated)	1

Continuation:
smiles	TbREL1 primary
CC(NS(=O)(=O)c1ccc(F)cc1)C(=O)NCc1ccncc1 (configuration not stated)	3
Cc1nc(-c2cnn(-c3ccccc3)c2)c2cc(C)oc2n1	1
Clc1ccc(OCc2nc(-c3ccncc3)no2)c(Cl)c1	-1
COC(CNC(=O)[C@H](Cc1ccccc1)NC(C)(C)C(=O)NC1CCCCC1)OC	9
CCCOc1ccc(C2CC(=O)Nc3cc(OC)c(OC)cc32)cc1 (configuration not stated)	2
CC(C)N1CCC1(C)C(=O)Nc1ccccc1OC(F)F (configuration not stated)	-1
Cc1cc(N2CC(C(=O)Nc3nccs3)CC2=O)ccc1C(C)C (configuration not stated)	0
Cc1ccccc1-c1cc(C(=O)NCc2ccc3c(c2)OCO3)nn1CC1CC(c2cccc([N+](=O)[O-])c2)=NO1 (configuration not stated)	-3
O=c1[nH]n(-c2cccc3cccnc23)c(=O)c2ccccc12	2
O=C(Nc1ncn[nH]1)c1cccc(F)c1	2

The listing continues.
smiles	TbREL1 primary
Cc1ccc(C2=NCCn3c2c2ccc(C(F)(F)F)cc2[n+]3[O-])cc1	-2
O=C1c2ccccc2NC(c2ccc(-c3cccc(F)c3)o2)N1O (configuration not stated)	1
CCOC(=O)c1c(NC(=O)COC(=O)/C=C/c2ccccc2)sc(C(=O)NC)c1C	5
Cc1ccc(S(=O)(=O)N2CCC(C(=O)N[C@H](C(=O)NCC3CCCO3)C(C)C)CC2)cc1 (some centres not stated)	1
COc1ccc([C@H]2CC(=O)C=C(c3ccc(C)cc3)C2)cc1	5
COc1cccc(NC(=O)CN(C)C(=O)c2cccc(S(=O)(=O)N3CCN(c4ccccc4)CC3)c2)c1	-4
C=CCOCC(O)Cn1c(N2CCCC2)nc2c1c(=O)n(C)c(=O)n2C (configuration not stated)	-4
CCC(=O)N(CCC1(C(C)C)CCOC(C)(C)C1)C(C)c1cccs1 (configuration not stated)	-3
O=C(Nc1nccs1)c1cn(-c2ccccc2)nc1-c1ccccc1	9
O=S(=O)(Nc1ccccc1F)c1ccc(Cl)nc1	0

(continued)
smiles	TbREL1 primary
COc1ccc(N2CCN(S(=O)(=O)CCNC(=O)c3cccs3)CC2)cc1	-2
CCOC(=O)/C=c1\s/c(=C\c2ccc(C(=O)OC)cc2)c(=O)n1CC(=O)Nc1ccccc1	-1
Cc1ccc(-c2csc(NC(=O)CSc3nc4ccccc4c(=O)n3CCCN(C)C)n2)cc1	4
Cc1csc(NC(=O)CSc2nncs2)n1	5
Cc1ccc(NC(=O)COC(=O)c2ccc3c(c2)C(=O)N(CCc2ccccc2)C3=O)c(C)c1	0
CCOC(=O)c1nn(-c2ccccc2)c(=O)c(C#N)c1C	-1
COC(OC)C12c3ccccc3C(c3ccccc31)C1C(=O)N(c3cccnc3)C(=O)C12 (configuration not stated)	2
CCCSc1nc(N)nc(-c2cccs2)c1C#N	6
CCOC(=O)C1CCN(Cc2cnc(Oc3ccc(Cl)cc3C)s2)CC1	-4
N#Cc1cc(C(=O)c2cc(Br)ccc2O)cn(Cc2ccccc2)c1=O	-3

Later entries
smiles	TbREL1 primary
COCCN(CCOC)c1nc(N)c2c(N)nc3c(c2c1C#N)CC(=O)N3Cc1ccc(Cl)cc1	-4
CC(=O)c1cnc2nc(SCc3ccc(C)cc3)nn2c1C	-3
COc1ccc(NS(=O)(=O)c2ccc(C)c(C(=O)N(C)CC(=O)Nc3cccc(OC)c3)c2)cc1	3
Cc1cc(C)nc(N/N=C/c2ccc(Cl)cc2)n1	1
COc1cc(-c2nc(-c3cccc(C(F)(F)F)c3)no2)cc(OC)c1OC	2
CC12CCC(C(S(=O)(=O)Nc3ccccc3)C1=O)C2(C)C (configuration not stated)	-1
Nc1nonc1-n1nnc(C(=O)N/N=C/c2ccccc2)c1CN1CCc2ccccc21	-3
Cc1ccc(-n2ncc(C#N)c2/N=C/N2CCCCCC2)cc1	4
Cc1noc(C)c1COc1ccc(C(=O)OC(C)C(=O)Nc2ccc(N3CCOCC3)cc2)cc1 (configuration not stated)	-1
CC(C)(C)n1ncc2c(=O)n(CC(=O)Nc3ccc4c(c3)OCO4)cnc21	0

Some values from the entries so far:
COc1ccc(N2CCN(S(=O)(=O)CCNC(=O)c3cccs3)CC2)cc1 – TbREL1 primary = -2
COc1ccc([C@H]2CC(=O)C=C(c3ccc(C)cc3)C2)cc1 – TbREL1 primary = 5
COC(CNC(=O)[C@H](Cc1ccccc1)NC(C)(C)C(=O)NC1CCCCC1)OC – TbREL1 primary = 9
COc1ccc(C(=O)Nc2nc3ccc4nc(C)sc4c3s2)cc1 – TbREL1 primary = 2
Cc1ccccc1-c1cc(C(=O)NCc2ccc3c(c2)OCO3)nn1CC1CC(c2cccc([N+](=O)[O-])c2)=NO1 (configuration not stated) – TbREL1 primary = -3
C=CCSC1=N/C(=C\c2cccnc2)C(=O)N1c1ccc(OC)cc1 – TbREL1 primary = 0
CN1C(=S)SC2CS(=O)(=O)CC21C (configuration not stated) – TbREL1 primary = 1

(cont.)
smiles	TbREL1 primary
CCc1ccc(C(=O)OCC(=O)N(CC)c2c(N)n(Cc3ccccc3)c(=O)[nH]c2=O)cc1	-5
Cc1cccc(C)c1NC(=O)NC1(C(=O)N2CCN3CCCC3C2)CCCCC1 (configuration not stated)	0
CCOC(=O)N1CCN(C(=O)C2CCN(C(=O)c3ccccc3C)CC2)CC1	3
Cc1cccc(NCCNc2cccc(C)c2)c1	-6
O=C(Oc1ccc(-c2nnco2)cc1)N(c1ccccc1)c1ccccc1	-2
COc1ccc(CCN=CC2=C(O)CC(C)(C)CC2=O)cc1	0
N#CCCN(C(=O)COC(=O)CCC(=O)c1ccc(F)cc1)c1ccccc1	7
COc1ccc(NC(=O)c2cn3c(nc4ccccc43)c(C#N)c2C)cc1	1
Cc1csc(NC(=O)/C=C/c2ccc(C)o2)n1	-1
CCN(CC)C(=O)Cn1c(=O)n(-c2ccccc2)c(=O)c2sccc21	2

Later entries:
smiles	TbREL1 primary
CCN(CCn1cccn1)C(=O)c1cccc(OC2CCN(S(C)(=O)=O)CC2)c1	-3
Cc1c(Br)cc(C(=O)N2CCCC2)c(C)c1C	2
COC(=O)[C@H](CCSC)NC(=O)Cn1ccc(N)nc1=O	0
CS(=O)(=O)c1cccc(C(=O)Oc2ccccc2)c1	6
O=C(c1cccc(Cl)c1Cl)N1CCN(c2ccccn2)CC1	-1
COCCn1nnnc1CN1CCC(NC(=O)c2ccc(Br)cc2)CC1	6
CCOc1ccc(/C=N/n2c(SC)nnc(C(C)(C)C)c2=O)cc1	2
CC(C)Oc1ccc(C(=O)Nc2c3c(nn2-c2ccccc2)CS(=O)(=O)C3)cc1	-4
